Screening results from PubChem.
CTSL1 counter – blocks F. hepatica cathepsin L1 in PFM18AAP counter-screen. inhibition, % at 5.96 µM. recombinant F. hepatica cathepsin L1, Z-Leu-Arg-MCA fluorescence. 300,000 tested, 0.49% active;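 active = inhibition above the mean of all tested compounds plus 3 SD, set per screening campaign, cut at about 17% in these data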;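 note: 0% = plate median of test compound wells and 100% = 1 µM Z-Phe-Ala-diazomethylketone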
PREPL inhibitor – inhibits the human prolyl oligopeptidase-like enzyme | inhibition, % at 5.96 µM | AID 2751 | 320,000 tested, 0.68% active | Q4J6C6 | recombinant PREPL, fluorescence polarization activity-based probe; in the data active = inhibition above about 43%;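 note: 0% = enzyme with DMSO and 100% = wells lacking enzyme; many of its hits are not listed in these tables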
Target sequence (Q4J6C6 whole entry, looked up): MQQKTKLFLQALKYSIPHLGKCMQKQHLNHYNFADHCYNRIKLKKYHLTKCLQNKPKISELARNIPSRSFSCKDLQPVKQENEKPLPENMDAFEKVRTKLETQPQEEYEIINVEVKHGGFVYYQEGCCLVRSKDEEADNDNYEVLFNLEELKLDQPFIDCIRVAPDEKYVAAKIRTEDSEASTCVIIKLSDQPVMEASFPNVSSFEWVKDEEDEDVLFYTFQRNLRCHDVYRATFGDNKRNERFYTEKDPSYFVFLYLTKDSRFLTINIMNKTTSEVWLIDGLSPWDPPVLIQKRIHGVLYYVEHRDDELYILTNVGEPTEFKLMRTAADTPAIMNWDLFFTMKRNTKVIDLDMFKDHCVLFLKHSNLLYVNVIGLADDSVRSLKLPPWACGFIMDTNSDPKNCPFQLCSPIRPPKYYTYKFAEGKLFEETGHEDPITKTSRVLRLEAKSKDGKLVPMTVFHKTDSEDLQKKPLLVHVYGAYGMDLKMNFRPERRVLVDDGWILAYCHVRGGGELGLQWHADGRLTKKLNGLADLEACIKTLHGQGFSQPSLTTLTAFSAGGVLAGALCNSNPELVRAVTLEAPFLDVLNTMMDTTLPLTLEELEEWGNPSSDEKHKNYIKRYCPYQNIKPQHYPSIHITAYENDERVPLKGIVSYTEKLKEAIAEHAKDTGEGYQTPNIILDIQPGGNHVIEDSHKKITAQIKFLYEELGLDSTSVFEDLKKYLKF
PP5 primary – inhibitors of human protein phosphatase 5 (PP5); purified PP5c, OMFP substrate fluorescence; inhibition, % at 6.7 µM; P53041; 320,000 tested, 0.18% active;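 active = inhibition above the campaign's mean inhibition across all tested compounds plus 3 SD, cut at about 9.5% in these data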;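 note: 0% = DMSO only and 100% = 100 µM cantharidin control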
core dimer inh – blocks dimerization of HCV core protein. AID 1899. inhibition, % at 5 µM. TR-FRET GST/Flag-core106 dimerization, 1536-well. 300,000 tested, 0.33% active;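 active = inhibition above the mean of all tested compounds plus 3 SD, set per screening campaign, cut at about 45% in these data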
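test system = GST/Flag-tagged HCV core106 proteins | probe or stimulus = Eu donor and XL665 acceptor anti-tag antibodies | times = compound-protein-antibody incubation 4 h at 22.5 °C | signal = TR-FRET, excitation 340 nm, emission 617 and 671 nm | measure = percent inhibition of core106 dimerization signal | controls = wells lacking GST-core106 and wells with excess unlabelled core106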
PP1 inh – PP1-alpha (human) inhibition in PP5 counter-screen. P62136. purified PP1alpha, OMFP fluorescence. inhibition, % at 6.7 µM. 320,000 tested, 0.9% active. AID 2235;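 active = inhibition above the mean inhibition of all tested compounds plus 3 SD, computed separately for each screening campaign, cut at about 15% in these data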
Target sequence (P62136 whole entry, looked up): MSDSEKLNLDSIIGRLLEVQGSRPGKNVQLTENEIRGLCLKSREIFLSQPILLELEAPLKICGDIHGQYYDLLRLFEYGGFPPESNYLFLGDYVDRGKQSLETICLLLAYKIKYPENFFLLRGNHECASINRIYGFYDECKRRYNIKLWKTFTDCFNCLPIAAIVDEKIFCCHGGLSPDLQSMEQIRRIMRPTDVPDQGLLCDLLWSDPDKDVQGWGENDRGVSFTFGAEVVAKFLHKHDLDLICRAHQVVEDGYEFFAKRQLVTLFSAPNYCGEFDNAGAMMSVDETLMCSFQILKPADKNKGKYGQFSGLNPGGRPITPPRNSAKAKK
ZTA DNA inh – counter-screen for EBNA-1 inhibitors: inhibitors of Epstein-Barr virus ZTA | P03206 | ZTA-DNA binding, fluorescence polarization | inhibition, % at 11 µM | 320,000 tested, 0.15% active | AID 2234; in the data active = inhibition above about 33%
Efflux pump mplx – antifungal efflux pump inhibition, Nile Red retention; inhibition, % at 10 µM; 330,000 tested, 0.44% active; S. cerevisiae Candida pump triplex;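 active = plate passing quality check with inhibition over a set limit, or well fluorescence over plate mean plus 4 SD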;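 note: Nile Red retained in pooled yeast measured as flow cytometry median fluorescence; 0% = buffer negative control and 100% = Enniatin B positive control; higher means more Nile Red kept so more efflux inhibition; some compounds called inactive have numbers as strong as hits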
TPT1 inh – inhibitors of Candida albicans tRNA 2'-phosphotransferase TPT1. recombinant caTPT1, FP RNA substrate dephosphorylation. inhibition, % at 5 µM. 300,000 tested, 0.81% active. AID 1962;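 active = inhibition above the mean of all tested compounds plus 3 SD, set per screening campaign, cut at about 24% in these data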;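 note: plate controls were DMSO alone for no effect and ferristatin control at 100 nM for full effect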
EBNA-1 inh – blocks EBNA-1 binding to DNA; inhibition, % at 14.8 µM; EBNA-1 DNA binding, fluorescence polarization; AID 1950; 300,000 tested, 0.34% active; in the data active = inhibition above about 28%
Numbers without * were called inactive; · = no result given. Not all compounds are listed, so the mix of outcomes need not match the whole.

1: COc1cccc(NC(=O)CCc2nnc3ccc(NCc4ccco4)nn23)c1
2: CCN(CC)c1ccc(/C=C2\C(=O)N(c3nnc(C)c(=O)[nH]3)N=C2C)cc1
3: C/C(=N/OC(=O)c1ccc(C)cc1)C(=O)c1ccc(Br)cc1
4: O=C(NC(=S)Nn1cnnc1)c1ccc(F)cc1Cl
5: COc1cccc(-c2nnc(SCCOc3ccc4c(C)cc(=O)oc4c3)o2)c1
6: O=C(NCCn1cccn1)c1ccc(OC2CCN(C(=O)C3CC3)CC2)cc1
7: COc1cccc(CN(C)C(=O)C2CCC(=O)N(Cc3cccc(F)c3)C2)c1 (centres undefined)
8: CCOC(=O)N1CCC(N2CCCC(CO)(Cc3ccccc3C)C2)CC1 (centres undefined)
Screen / compound no.	1	2	3	4	5	6	7	8
Efflux pump mplx	-0.1	0.2	0.1	-0.1	-0.1	-0.1	0.1	0.0
PP5 primary	0.6	3.0	3.7	0.3	-1.6	0.2	0.8	-1.5
ZTA DNA inh	2	-11	0	-19	7	-8	-3	11
TPT1 inh	2	43*	3	-3	-2	-2	-2	5
core dimer inh	21	-2	1	-7	0	3	-9	4
EBNA-1 inh	-11	-1	-2	-3	8	0	-6	-2
CTSL1 counter	1	0	0	2	-2	0	-3	-4
PP1 inh	-2	5	0	-2	-1	1	-5	-3
PREPL inhibitor	-10	-7	10	14	-1	0	3	2

One compound at a time, from the list above. Screens in order: Efflux pump mplx, PP5 primary, ZTA DNA inh, TPT1 inh, core dimer inh, EBNA-1 inh, CTSL1 counter, PP1 inh, PREPL inhibitor
COc1cccc(-c2nnc(SCCOc3ccc4c(C)cc(=O)oc4c3)o2)c1 is listed as -0.1, -1.6, 7, -2, 0, 8, -2, -1, -1
C/C(=N/OC(=O)c1ccc(C)cc1)C(=O)c1ccc(Br)cc1 is listed as 0.1, 3.7, 0, 3, 1, -2, 0, 0, 10
O=C(NCCn1cccn1)c1ccc(OC2CCN(C(=O)C3CC3)CC2)cc1 is listed as -0.1, 0.2, -8, -2, 3, 0, 0, 1, 0
CCN(CC)c1ccc(/C=C2\C(=O)N(c3nnc(C)c(=O)[nH]3)N=C2C)cc1 is listed as 0.2, 3.0, -11, 43*, -2, -1, 0, 5, -7
COc1cccc(NC(=O)CCc2nnc3ccc(NCc4ccco4)nn23)c1 is listed as -0.1, 0.6, 2, 2, 21, -11, 1, -2, -10

(more compounds)
9: CCOc1ccc(CCNC(=O)c2ccc(N3CCCC3=O)cc2)cc1OCC
10: Cc1ccc(C(=O)Nc2nnc(S(=O)(=O)Nc3ccccc3C)s2)cc1C
11: O=C(Nc1ccc(S(=O)(=O)N2CCOCC2)cc1)c1nn(-c2ccc(F)cc2)ccc1=O
12: CCOc1ccc(N2CC(C(=O)Nc3nnc(Cc4ccc(OC)cc4)s3)CC2=O)cc1 (centres undefined)
13: O=C(CN1CCCCCCC1)N/N=C/c1ccc(F)c(F)c1
14: COc1ccc(C(=O)Nc2cccnc2Sc2ccc(Cl)cc2)cc1
15: COc1ccccc1CNC(=O)N1CCN(c2ccccc2)CC1
16: O=C1CC(NCc2ccncc2)C(=O)N1c1ccc(Cl)cc1 (centres undefined)
Screen / compound no.	9	10	11	12	13	14	15	16
Efflux pump mplx	0.0	0.0	-0.1	0.4	-5.7	0.0	0.0	0.1
PP5 primary	0.2	3.6	1.6	3.1	0.4	4.8	-7.1	-0.2
ZTA DNA inh	7	11	8	-15	-4	-7	-10	12
TPT1 inh	-1	4	2	0	-1	0	-3	-4
core dimer inh	-4	19	13	17	-9	-1	-20	-3
EBNA-1 inh	2	-16	11	-11	-3	0	-9	8
CTSL1 counter	1	1	-4	0	-1	1	4	0
PP1 inh	-1	4	3	16*	-2	-4	0	1
PREPL inhibitor	0	-7	-6	-4	7	8	-1	8

17: CCOc1ccc(NC(=O)COC(=O)CSCC(=O)Nc2ccc(C)cc2C)cc1
18: Cc1cc(C(=O)COC(=O)c2ccc(Br)o2)c(C)n1Cc1ccco1
19: Cc1noc(C)c1COc1cccc(C(=O)N(C)Cc2cccs2)c1
20: CN(C)C(=O)Cn1c(=O)n(C)c2ccccc21
21: CC(=O)N1CCOc2ccc(S(=O)(=O)Nc3ccc(Cl)cn3)cc21
22: COc1ccc(NC(=O)CN2CCc3ccccc3C2)cc1S(=O)(=O)N1CCOCC1
23: Cc1ccc(S(=O)(=O)N(C)/N=C/C=C/c2ccccc2)cc1
24: COc1cc(OC)c2c(=O)cc(-c3ccccc3)oc2c1
Screen / compound no.	17	18	19	20	21	22	23	24
Efflux pump mplx	0.1	-0.1	-0.1	0.0	0.0	0.5	0.1	-0.1
PP5 primary	3.9	0.9	0.1	-0.2	2.1	0.8	3.6	7.1
ZTA DNA inh	-16	4	0	-5	-4	2	8	-20
TPT1 inh	·	0	·	0	-1	4	1	-1
core dimer inh	·	-1	·	4	4	-4	10	5
EBNA-1 inh	·	-3	·	4	-1	8	-3	2
CTSL1 counter	·	-8	·	3	2	1	0	8
PP1 inh	-3	-1	-1	-4	-4	1	6	-5
PREPL inhibitor	5	16	2	-3	4	6	-5	3

25: O=Cc1cn(-c2ccc(F)cc2)c2ccccc12
26: CC(=O)n1c(Cl)c(NC(=O)CCl)c2ccccc21
27: CCOc1ccc(C(CC(=O)O)NC(=O)COc2ccccc2OC)cc1OC (centres undefined)
28: O=S(=O)(Nc1ccccc1)c1ccc(F)cc1
29: CC1=C(C(=O)N2CCN(c3cc(C)ccc3C)CC2)C2(CCCCC2)OC1=O
30: COCCNc1nnc(SCC(=O)Nc2cc(-c3ccccc3)nn2-c2ccccc2)s1
31: CCC(C)(C)c1ccc(OC(=O)c2cccnc2Cl)cc1
32: COc1ccccc1N1CCN(C(=O)Nc2cccc(Cl)c2)CC1
Screen / compound no.	25	26	27	28	29	30	31	32
Efflux pump mplx	0.0	0.0	0.0	-0.1	0.0	-0.1	0.0	0.0
PP5 primary	1.2	-2.3	1.9	1.4	0.2	1.3	5.8	2.4
ZTA DNA inh	10	-1	13	6	-5	-3	-11	-7
TPT1 inh	-4	-3	1	-4	0	9	-4	-2
core dimer inh	2	-1	-4	1	1	-2	0	-1
EBNA-1 inh	-3	3	-6	4	-7	-8	-9	9
CTSL1 counter	1	37*	-2	1	-2	4	-1	2
PP1 inh	-1	-3	-2	1	-1	0	3	6
PREPL inhibitor	-9	2	-1	-8	4	8	-2	1

33: O=C(CSc1ccccc1C(=O)O)NCc1ccccc1
34: CCS(=O)(=O)c1ccc(N)cc1
35: COC(=O)c1c(NC(=O)c2ccc(C)cc2)csc1C
36: CCCCCOC(=O)c1[nH]c2c(c1C)C(=O)C(C(=O)OC)C(C)C2 (centres undefined)
37: COc1ccc(CCNC(=O)c2c(O)c3cccc4c3n(c2=O)CC4)cc1
38: C=CCS/C(N)=N\N=C\c1cc(Br)cc([N+](=O)[O-])c1O
39: O=C(c1cccc(Cl)c1)N1CCN(Cc2ccc3c(c2)OCO3)CC1
40: N#CCSc1nnc(-c2cccnc2)n1-c1ccccc1
Screen / compound no.	33	34	35	36	37	38	39	40
Efflux pump mplx	0.0	0.1	0.5	0.1	0.0	-0.2	0.1	0.3
PP5 primary	-1.7	0.3	3.3	5.2	2.6	1.0	0.6	1.2
ZTA DNA inh	2	4	-22	14	5	10	-10	5
TPT1 inh	1	-1	-3	-2	0	0	0	6
core dimer inh	-4	0	2	1	3	1	-2	-3
EBNA-1 inh	0	-2	-14	-1	2	6	0	-5
CTSL1 counter	-3	-1	7	7	-4	2	-2	4
PP1 inh	-2	-3	-3	0	-3	-1	1	-3
PREPL inhibitor	10	-5	19	-4	5	-6	25	14

41: CCCCCCCn1c(=O)c(C(=O)OC)c(N)c2ccccc21
42: O=C(N/N=C/c1cc2c(cc1[N+](=O)[O-])OCO2)c1ccc2c(c1)OCO2
43: CCOC(=O)N1CCN(C(=O)c2ccc([N+](=O)[O-])cc2Cl)CC1
44: O=S(=O)(c1ccc2c(c1)CCCC2)N1CCNCC1
45: O=C(CSc1nnc(NC2CCCCC2)s1)Nc1ccc2c(c1)C(=O)c1ccccc1C2=O
46: COc1ccccc1NC(=O)c1ccc(Cl)c(S(=O)(=O)NCc2ccco2)c1
47: O=C(Oc1ccc2ccc(OC(=O)N3CCCCCC3)cc2c1)N1CCCCCC1
48: COc1ccc(CN2CCN(Cc3c[nH]c4ccccc34)CC2CCO)c(F)c1 (centres undefined)
Screen / compound no.	41	42	43	44	45	46	47	48
Efflux pump mplx	-0.2	-0.1	0.2	0.0	0.2	-0.1	0.3	-0.1
PP5 primary	4.7	3.0	0.4	3.6	6.5	0.2	-1.3	0.5
ZTA DNA inh	-21	10	-10	4	-9	-2	-7	-21
TPT1 inh	-5	-1	-1	·	-3	·	23	-2
core dimer inh	7	6	2	·	19	·	10	-6
EBNA-1 inh	-4	15	6	·	2	·	11	10
CTSL1 counter	2	-2	-1	·	7	·	2	1
PP1 inh	3	3	1	-4	0	1	0	4
PREPL inhibitor	-14	-2	-2	-4	5	-1	12	8

49: Cc1ccc(N2C(=O)CC(Cc3cc(C)cc(C)c3)C2=O)cc1 (centres undefined)
50: Cc1ccccc1Cn1c(-c2cncs2)nc2ccccc21
51: COC(=O)Nc1ncc(CN2CCCCC2)s1
52: O=C(CCCSc1nc2ccccc2s1)NCc1ccc2c(c1)OCO2
53: COc1cc(/C=C/C(=O)c2c(O)ccc3c(C)cc(=O)oc23)ccc1O
54: Cn1cc(CNCCCn2ncc3ccccc32)c(-c2ccccc2F)n1
55: COc1ccc([N+](=O)[O-])cc1NC(=O)C(C)OC(=O)CSC(C)C(=O)Nc1cc(C)on1 (centres undefined)
56: CCOC(=O)c1cnc2c(cnn2C)c1NCCCN(C)C
Screen / compound no.	49	50	51	52	53	54	55	56
Efflux pump mplx	0.0	0.1	0.0	-0.6	0.1	0.4	-0.1	0.0
PP5 primary	0.8	3.5	0.7	0.7	2.2	16*	-2.0	1.6
ZTA DNA inh	-8	2	-11	-12	-9	7	3	-1
TPT1 inh	-2	-3	0	5	2	1	-2	-4
core dimer inh	0	4	-2	1	7	2	0	-2
EBNA-1 inh	3	2	-8	0	4	-9	-3	-2
CTSL1 counter	0	1	-1	-4	-1	-11	-30	1
PP1 inh	5	4	2	1	2	-10	0	-5
PREPL inhibitor	-4	-3	0	-13	10	-103	6	31

57: COC(=O)c1cc(S(=O)(=O)N2CCC(c3ccccc3)C2)c[nH]1 (centres undefined)
58: CCC(CC)C(=O)Nc1c(C)n(C)n(-c2ccccc2)c1=O
59: CCOC(=O)c1c(NC(=O)COc2ncnc3ccccc23)sc(C)c1CC
60: Cc1cccc(CC2CC(=O)N(c3nc4ccccc4s3)C2=O)c1 (centres undefined)
61: COc1cc(C(=O)NNC(=O)C2CCC2)cc(OC)c1OC
62: COc1ccc(-c2nnn(CC(=O)N3CCN(c4ccccc4OC)CC3)n2)cc1OC
63: CN1CCN(/N=C/c2nc(-c3ccccc3Cl)n3ccccc23)CC1
64: O=C1CC(Sc2ncn[nH]2)C(=O)N1c1ccccc1 (centres undefined)
Screen / compound no.	57	58	59	60	61	62	63	64
Efflux pump mplx	0.1	-0.1	-0.1	0.0	-0.3	-0.3	0.1	-0.1
PP5 primary	-0.2	1.6	3.2	-0.6	1.4	0.3	2.9	0.1
ZTA DNA inh	-7	3	3	-19	-17	-19	12	-6
TPT1 inh	-1	-3	0	4	·	-1	0	1
core dimer inh	0	-8	15	0	·	0	-3	3
EBNA-1 inh	-11	11	-2	-9	·	-3	-2	4
CTSL1 counter	0	-3	1	1	·	-1	8	-3
PP1 inh	-2	2	3	-4	-2	1	-2	-3
PREPL inhibitor	-28	-4	7	-20	0	6	-3	4
